Screening results deposited in PubChem BioAssay by National Center for Advancing Translational Sciences (NCATS).
RORgamma inh: ROR gamma (mouse) transcription inhibition; Drosophila S2 Gal4-RORgamma UAS-luciferase reporter, 20 h; P51450; Potency, µM (titrated, usually from 53.6 µM), for the others: at the top dose activity change, negative = inhibition, hits mostly inhibitors; actives 5.4% (n = 310,000); AID 2551; also: potency is read from the fitted curve at half-maximal effect; % is scaled to controls: 0 for no effect and ±100 for the full control effect; nearly all actives have a fitted effect of over 60% in size
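In this cell-based reporter format, copper sulfate (700 uM final) drives Gal4–ROR gamma fusion expression from a metallothionein promoter in Drosophila Schneider cells; compounds preincubated 1 hr, reporter read after 20 hr at ambient temperature.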
Tb PFK inh: T. brucei PFK enzyme inhibition | actives 0.17% (n = 330,000) | T. brucei PFK, ADP-Glo luminescence | AID 485367 | Potency, µM (titrated, usually from 57.5 µM), for inactives: at the highest dose activity, negative = inhibition, actives largely listed as inhibitors;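 also: potency is read from the fitted curve at half-maximal effect; 0% = uninhibited 1x PFK enzyme wells and -100% = no-enzyme wells; nearly all actives have a fitted effect of over 60% in size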
Target sequence (O15648 whole entry, looked up): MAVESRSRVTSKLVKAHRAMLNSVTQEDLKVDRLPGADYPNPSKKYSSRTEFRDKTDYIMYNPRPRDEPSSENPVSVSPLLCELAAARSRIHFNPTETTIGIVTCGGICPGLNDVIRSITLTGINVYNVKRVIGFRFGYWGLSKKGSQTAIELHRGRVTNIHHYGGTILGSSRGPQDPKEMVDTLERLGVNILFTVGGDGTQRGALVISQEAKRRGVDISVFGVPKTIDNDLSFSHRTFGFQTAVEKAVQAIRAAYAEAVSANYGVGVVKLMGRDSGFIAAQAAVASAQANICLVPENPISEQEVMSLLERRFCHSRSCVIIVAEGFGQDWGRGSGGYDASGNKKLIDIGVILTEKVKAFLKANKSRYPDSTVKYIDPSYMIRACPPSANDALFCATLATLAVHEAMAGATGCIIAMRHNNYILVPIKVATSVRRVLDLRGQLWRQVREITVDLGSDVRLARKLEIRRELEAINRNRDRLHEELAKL
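PFK 1.25 nM, F6P 0.5 mM, ATP 0.1 mM, 0.1 M TEA pH 8.0, 5 mM MgCl2, 0.01% Tween20, 0.1% BSA; 45 min RT. ADP-Glo readout. qHTS titration up to 57 uM; curves fitted, compounds curve-classed.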
ELG1 genotox: genotoxicity induction in ELG1-luciferase HEK293T cells | HEK293T ELG1-luciferase reporter, luminescence, 16 h | Potency, µM (titrated, usually from 46 µM), for the others: at the top dose activity change, positive = activation, most hits filed as activators | actives 1.3% (n = 330,000) | AID 504466; also: potency is read from the fitted curve at half-maximal effect; % of control where 0% means no effect; nearly all actives have a fitted effect of over 60% in size
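Cells (2,000/well) expressing the ELG1-luciferase fusion are dosed by pin tool and kept 16 hr at 37 °C, 5% CO2. Signal comes from ONE-Glo luciferase reagent after 30 min at room temperature.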
NPC1 prom act: NPC1 promoter activation; Huh7 NPC1 promoter luciferase reporter, 24 h; Potency, µM (titrated, usually from 9.22 µM), for the others: top-dose activation, hits mostly activators; actives 2.4% (n = 320,000); AID 485313;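 also: potency is read from the fitted curve at half-maximal effect; % of control where 0% means no effect; nearly all actives have a fitted effect of over 60% in size; reporter is driven by a mutant NPC1 promoter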
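Stably transfected Huh7 (NPC1 promoter→luciferase), 1500 cells/well in Opti-MEM + 10% FBS, 2 h settle, then compound 24 h at 37 °C. Luminescence after 10 min with Amplite reagent.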
KCNH2 3.1 inh: KCNH2 3.1 (human) potassium channel inhibition. U2OS KCNH2 3.1, thallium flux FluxOr; active compounds read low. activity change, % (tested at about 1.8 µM). actives 0.95% (n = 340,000);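 active = maximum activity change below -70%; inconclusive = maximum activity change from -70% to -50%; inactive = maximum activity change above -50%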;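 also: thallium influx rate constant from kinetic fluorescence after stimulation buffer; % is scaled to controls: 0 for no effect and ±100 for the full control effect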
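Normalized rate constant (relative to positive and negative DMSO controls) derived from a 2 min kinetic fluorescence read after stimulation; U2OS cells expressing the 3.1 isoform via virus at 1.77 x 10^8 /mL.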
FLuc modulator: inhibits or activates purified firefly luciferase, miR-21 counter-screen; P08659; purified FLuc, Km substrates, luminescence inhibition; Potency, µM (titrated, usually from 57.5 µM), for the others: at the highest dose activity change, negative = inhibition, most hits filed as inhibitors; actives 6.9% (n = 360,000); AID 588342;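 also: potency is read from the fitted curve at half-maximal effect; plate controls were vehicle for no effect and reference inhibitor for full effect; nearly all actives have a fitted effect of over 55% in size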
Target sequence (P08659 whole entry, looked up): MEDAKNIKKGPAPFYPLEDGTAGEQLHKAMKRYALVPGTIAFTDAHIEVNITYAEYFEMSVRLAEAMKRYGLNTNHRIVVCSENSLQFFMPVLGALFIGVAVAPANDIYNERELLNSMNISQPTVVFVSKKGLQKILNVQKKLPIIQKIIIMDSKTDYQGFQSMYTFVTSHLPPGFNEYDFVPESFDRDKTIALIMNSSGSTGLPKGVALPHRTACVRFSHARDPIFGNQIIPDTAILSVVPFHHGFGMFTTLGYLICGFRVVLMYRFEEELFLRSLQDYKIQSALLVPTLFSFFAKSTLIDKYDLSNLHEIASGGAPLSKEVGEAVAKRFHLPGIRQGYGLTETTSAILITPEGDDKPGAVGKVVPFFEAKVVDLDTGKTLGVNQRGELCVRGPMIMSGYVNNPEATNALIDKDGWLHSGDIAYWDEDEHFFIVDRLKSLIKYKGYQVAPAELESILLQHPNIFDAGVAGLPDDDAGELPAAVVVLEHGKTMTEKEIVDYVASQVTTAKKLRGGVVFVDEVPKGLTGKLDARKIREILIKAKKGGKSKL
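Purified P. pyralis luciferase (10nM final) with 10uM D-luciferin and 10uM ATP (Km levels) in 50mM Tris acetate pH 7.5, 10mM Mg acetate, 0.01% Tween-20, 0.05% BSA; qHTS 6-point titration, ~60 µM downward; luminescence read.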
Gal4-VP16 FLuc: Gal4-VP16 reporter inhibition counter-screen; Drosophila S2 Gal4-VP16 UAS-luciferase, luminescence, 20 h; Potency, µM (doses to about 53.6 µM), for the others: at the top dose activity, negative = inhibition, most hits filed as inhibitors; actives 3.5% (n = 310,000);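 also: Gal4-VP16 expression switched on by copper sulfate through the metallothionein promoter; potency is read from the fitted curve at half-maximal effect; % is scaled to controls: 0 for no effect and ±100 for the full control effect; nearly all actives have a fitted effect of over 50% in size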
FBPA coupling cs: counter-screen for Giardia aldolase inhibitors: coupling enzyme system; coupling enzyme system counterscreen, AmpLite Red fluorescence; activity change, negative = inhibition, % at 58.2 µM, hits read low; actives 0.67% (n = 290,000); in the data active = activity change below about -30%; also: % is scaled to controls: 0 for no effect and ±100 for the full control effect
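Activity here indicates interference with the coupling reaction, not aldolase inhibition. Compounds at 57.5 uM final met coupling enzymes for 10 min at RT; substrate and AmpLite Red detection followed, with a 525/598 nm fluorescence read after 20 min.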
uPA surface inh: inhibitors of cell surface uPA generation; Potency, µM (highest dose often 38.3 µM), without a hit: top-dose activity change, negative = inhibition, actives largely listed as inhibitors; cell surface uPA generation assay, qHTS; AID 540303; actives 0.31% (n = 330,000); active = well fitted inhibition curve with a large enough effect; inconclusive = small, poorly fitted or top-dose-only effect; inactive = no such curve, though single readings can be large or run the other way; tested in mouse RAW 264.7 cells; also: potency is read from the fitted curve at half-maximal effect; % is scaled to controls: 0 for no effect and ±100 for the full control effect; nearly all actives have a fitted effect of over 55% in size
Giardia killer: kills Giardia lamblia; AID 540267; actives 0.15% (n = 340,000); Giardia lamblia trophozoite viability; activity change, % at 7.66 µM, hits read low; in the data active = activity change below about -80%; inconclusive = between about -30% and that limit;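 also: parasites exposed to compound for two days anaerobically before the ATP read; % is scaled to controls: 0 for no effect and ±100 for the full control effect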
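Trophozoites 100 cells/well + cpd; 48 hrs, 37 deg C, anaerobic. ATPLite 1-Step added, 15-30 min RT, luminescence read (ATP-based viability).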
Rab9 promoter act: activates the Rab9 promoter. Huh7 Rab9 promoter-luciferase reporter, luminescence, 24 h. Potency, µM (series often up to 9.22 µM), without a hit: at the highest dose activation, negative = inhibition, hits mostly activators. AID 485297. actives 2.8% (n = 320,000); also: potency is read from the fitted curve at half-maximal effect; % of control where 0% means no effect; nearly all actives have a fitted effect of over 60% in size
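Using Huh7 cells stably transfected with Rab9 promoter–luciferase, compounds were incubated 24 h at 37 °C, 5% CO2; luciferase luminescence was read 10 min after reagent addition.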
* marks the source's active call; other numbers are inactive results; ? = inconclusive; · = no result given; [ ] = dose if it differs, or a comment. Unless noted, calls follow the shape of the dose curve; as a rule, active = well fitted curve in the direction sought with a large enough effect; inconclusive = small, poorly fitted or top-dose-only effect, or another doubt; inactive = no such curve, though single readings can be large; an effect the other way counts as inactive or inconclusive.

molecule	ELG1 genotox	uPA surface inh	Tb PFK inh	FLuc modulator	NPC1 prom act	RORgamma inh	KCNH2 3.1 inh	Rab9 promoter act	Giardia killer	FBPA coupling cs	Gal4-VP16 FLuc
COC(=O)C(O)(CC(=O)Nc1ccc(Cl)cc1Cl)C(F)(F)F (centres undefined)	-1%	4%	0%	-2%	0%	-15%	-4	2%	-7	1	-9%
COc1ccc(C(=O)Nc2ccccc2C(=O)NCCN2CCOCC2)cc1OC	0%	2%	-8%	4%	1%	24%	4	6%	10	-2	-6%
O=C(NCc1cccnc1)c1c(O)c2cccc3c2n(c1=O)CCC3	-6%	-11%	8%	-13%	-1%	-30%	9	-12%	-4	-4	12%
Cc1ccnc(NC(=O)c2ccc(Cl)c([N+](=O)[O-])c2)c1	7%	-3%	-22%	?	-1%	?	-8	0%	?	1	?
O=C(O)c1ccccc1C(=O)Nc1ccccc1	3%	·	1%	3%	-2%	-18%	9	-2%	-14	-1	-12%
NC(=O)NC(=O)CSc1nnc(-c2ccco2)n1Cc1ccccc1	2%	-3%	2%	-1%	-4%	18%	-1	5%	-10	-2	-6%
Cc1cc(C)nc(SCc2csc(-c3ccccc3)n2)n1	4.6µM*	4%	5%	3.4µM*	2.5µM*	-21%	-40	1.4µM*	-4	-1	-4%
COc1ccccc1CNC(=O)CCCn1nc(C)n2ccnc2c1=O	0%	13%	1%	4%	-3%	-10%	10	3%	-25	4	-12%
Cc1cc(/C=C(\C#N)C(=O)N2CCOCC2)c(C)n1C1CCCC1	1.6µM*	?	0%	1.1µM*	0.5µM*	?	12	0.32µM*	-10	-2	?
CN(C)c1cccc2c(C=C(C#N)C#N)ccc(N(C)C)c12	-1%	0%	-6%	-13%	6%	-4%	-10	-2%	0	-4	-11%
COc1cc(NC(=O)c2cc(Cl)ccc2Cl)ccc1-c1cc2ccccc2oc1=O	-3%	9%	-4%	2%	-10%	1%	3	1%	-5	2	-9%
O=[N+]([O-])c1ccc(-c2cnc[nH]2)cc1	8%	-8%	-8%	?	17%	27%	4	19%	1	-2	-5%
CCCn1c(/C=C/c2cc[n+](C)cc2)nc2ccccc21	-2%	2%	-6%	-1%	-5%	-23%	0	-2%	26	-6	11%
O=C(Nc1sc2c(c1C(=O)O)CCCCC2)c1ccccc1F	-7%	-17%	-5%	11µM*	3.2µM*	12%	·	4µM*	-3	-20	-2%
CCOC(=O)C1C(c2ccc(C)o2)NC(=O)NC1(O)C(F)(F)F (centres undefined)	2%	5%	0%	5%	-1%	7%	3	1%	6	3	-4%
COc1cccc(/C=N/NC(=O)c2nnn(-c3nonc3N)c2-c2cccs2)c1	-5%	-8%	-5%	?	8%	-42%	-2	1%	-2	-15	7%
Cc1nn(Cc2ccccc2)c(Cl)c1/C=N/NC(=O)c1cccnc1	3%	-2%	-1%	?	-2%	?	10	-5%	-22	4	1%
CCCN(Cc1nnc(-c2ccccc2Cl)o1)C(=O)c1oc2ccccc2c1C	-1%	-3%	0%	0%	-3%	·	3	-2%	-1	·	·
CCOC(=O)c1[nH]c2ccccc2c1N=CN(CC)CC	-1%	-4%	-3%	4%	0%	13%	-26	0%	7	1	-3%
CCCCOc1ccc(C2(C)NC(=O)N(C)C2=O)cc1 (centres undefined)	6%	-4%	-3%	4%	-5%	-1%	25	1%	6	1	-6%
O=C(Nc1ccccc1)O[C@@H]1C[C@H]2CCC(=O)N3CC[C@@H](C1)[C@@H]23	?	·	0%	21µM*	?	19%	·	?	·	-2	-4%
Cc1ccc(-n2nnc3c(=O)n(CC(=O)c4ccccc4)cnc32)cc1	2%	3%	0%	1%	2%	-9%	-1	-1%	9	0	4%
O=C(COC(=O)CCc1nc2ccccc2s1)Nc1ncc(Cl)cc1Cl	1%	1%	0%	-1%	-2%	?	-11	-1%	-15	1	-5%
C/C(=N\Nc1ccccn1)c1ccc(C(C)C)cc1	13%	-1%	-4%	9.5µM*	?	4µM*	-9	?	9	-18	11µM*
Cc1cccc(/C=N/NC(=O)c2ccc(F)cc2)n1	17%	-6%	-2%	12µM*	22%	7.1µM*	-11	27%	17	0	?
O=C(N/N=C/c1ccco1)c1ccccn1	?	-12%	-6%	19µM*	?	-24%	18	27%	9	0	6%
COc1cc(C(C)=O)ccc1OCC(=O)Nc1cc(C)on1	?	-3%	-4%	·	·	·	-9	·	-19	·	·
Cc1ccc(S(=O)(=O)NCC(=O)NCCc2c[nH]c3ccccc23)cc1C	10%	-1%	0%	5%	-1%	-4%	-16	4%	-11	·	-11%
Cc1ccc(S(=O)(=O)N2CCN(C(=O)c3sccc3-c3ccccc3)CC2)cc1	-8%	-2%	1%	1%	-2%	10%	-6	3%	7	·	-2%
COc1ccc(NC(=O)/C(C#N)=C/c2cc(C)n(-c3ccc(N4CCOCC4)c([N+](=O)[O-])c3)c2C)cc1	-8%	4%	0%	1%	-18%	41%	-32	-25%	37[activator]	0	8%
c1ccc2sc(SCc3ccc(-c4nnco4)cc3)nc2c1	?	-1%	-8%	4.8µM*	1.4µM*	24%	-8	3.2µM*	-28	-1	?
COc1cc2c(cc1OC)CN(C(=O)CN1C(=O)c3ccc([N+](=O)[O-])cc3C1=O)CC2	-1%	13%	3%	8%	-4%	·	20	3%	-22	·	·
CCC(=O)Nc1c(C)c(CC)nc2ccccc12	10%	·	-5%	-2%	-7%	-9%	-7	8%	-10	0	-4%
O=C(COc1ccccc1C(=O)Nc1ccccc1)c1ccc(Br)cc1	-7%	4%	0%	1%	-5%	0%	-1	-6%	-1	0	-2%
CCN(Cc1ccccc1)C(=O)c1cccc(S(=O)(=O)N2CCN(c3ccc(F)cc3)CC2)c1	-8%	?	17%	6%	-2%	·	-5	1%	-4	·	·
Cn1c(=O)c2c(ncn2CCC(=O)N/N=C/c2ccccc2)n(C)c1=O	-2%	-1%	1%	1%	1%	-1%	-6	4%	?	-25	-4%
Cc1cccc(NC(=O)COc2coc(CN3CCN(Cc4ccccc4)CC3)cc2=O)c1	-8%	3%	-2%	1%	-2%	·	?	-8%	0	·	·
COc1ccc(Cl)cc1NC(=O)CN(C)C(=O)C1COc2ccccc2O1 (centres undefined)	0%	-2%	9%	·	·	·	2	·	1	·	·
CCCN(CCC)CCCNC(=O)C1c2cc(OC)c(OC)cc2C(=O)N(C)C1c1cccnc1 (centres undefined)	8%	-3%	2%	-5%	-2%	-2%	-6	0%	8	1	10%
CCN1CCN(C(=S)NCC2CCCO2)CC1 (centres undefined)	-9%	-4%	-7%	-1%	-4%	-14%	17	-7%	18	1	-7%
Cc1c(-c2nc(-c3cccnc3)no2)cccc1[N+](=O)[O-]	?	1%	-2%	?	30%	-1%	2	16%	-23	0	-23%[10 µM]
O=C(CN1CCCCCC1)N/N=C/c1cccc(Cl)c1	1%	-2%	-5%	0%	-1%	-37%	-15	-1%	-9	4	1%
CCCCC(=O)Nc1ncc(Br)s1	2%	·	-7%	-3%	15%	38%	4	23%	-6	0	29%

Single records, from the list above. Order of values: ELG1 genotox	uPA surface inh	Tb PFK inh	FLuc modulator	NPC1 prom act	RORgamma inh	KCNH2 3.1 inh	Rab9 promoter act	Giardia killer	FBPA coupling cs	Gal4-VP16 FLuc
O=C(COC(=O)CCc1nc2ccccc2s1)Nc1ncc(Cl)cc1Cl as listed: 1%	1%	0%	-1%	-2%	?	-11	-1%	-15	1	-5%
COc1ccc(Cl)cc1NC(=O)CN(C)C(=O)C1COc2ccccc2O1 (centres undefined) as listed: 0%	-2%	9%	·	·	·	2	·	1	·	·
